From PubChem
phage Ecoli inh: growth loss of phage-infected E. coli, primary screen, RecBCD inhibitor project, absorbance, with phage, HTS | inhibition, % at 11.9 µM | 360,000 tested, 0.26% active | AID 651602, 2012; in the data active means inhibition above about 11%
MOR-DOR ag: agonists of OPRM1-OPRD1 heterodimerization, primary screen, cell-based, luminescence; cells; AID 504326, 2011; Mu-type opioid receptor (Homo sapiens) + Delta-type opioid receptor (Homo sapiens), …; 340,000 tested, 0.3% active; activation, % at 9.3 µM; in the data active means activation above about 18%;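 further: 0% = vehicle-treated cells and 100% = reference agonist; values of inactives mirror those of a sister screen read the other way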
Tat export inh: E. coli Tat export inhibitors, primary screen, MC4100, TorA-mCherry reporter, fluorescence, single point | inhibition, % at 10 µM | 340,000 tested, 0.036% active;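 active means mean replicate inhibition at least 50% and at least half of replicates individually reaching 50%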;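 further: exported cargo escapes ClpAP degradation while cytoplasmic cargo is degraded and loses fluorescence; 0% = median of neutral control wells and 100% = median of NaSCN control wells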
PKA-R1A act: activators of PKA-R1A holoenzyme, primary screen, biochemical, fluorescence polarization, Cy5-IP20, bovine R1A, mouse PKAc. cAMP-dependent protein kinase type I-alpha regulatory subunit (Bos taurus) + …. PKA-R1A dissociation; scaled: DMSO 0%, 113 µM cGMP 100%. activation, % at 11.4 µM. 340,000 tested, 0.083% active. AID 504707, 2011;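 active means percent activation above the mean of all tested compounds plus 3 SD, cut at about 19% in these data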;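 further: higher means more PKAc released from R1A so a rise in polarization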
OPRM1-OPRD1 inv: inverse agonists of MOR-DOR heterodimerization, primary screen, cell-based, luminescence; Mu-type opioid receptor (Homo sapiens) + Delta-type opioid receptor (Homo sapiens), …; cell-based MOR-DOR heterodimer luminescence, inverse agonism; inhibition, % at 9.3 µM; 340,000 tested, 0.21% active; in the data active means inhibition above about 22%, passing the limit was not always enough;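 further: 0% = cells with DMSO and 100% = wells without cells with DMSO; values of inactives mirror those of a sister screen read the other way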
AddAB inh: growth inhibition of E. coli expressing H. pylori AddAB, primary screen, AddAB inhibitor project, absorbance; AID 435030, 2010; inhibition, % at 11.9 µM; 330,000 tested, 0.29% active; in the data active means inhibition above about 12%;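 further: 0% = vehicle wells of infected cells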
DSG3 Ab inh: inhibitors of pemphigus antibody binding to DSG3, primary screen, biochemical, bead-based, flow cytometry, scFv-GFP. DSG3-coupled beads, scFv-anti-DSG3-GFP binding; active compounds read low. Desmoglein-3 (Homo sapiens), P32926. AID 588358, 2011. 310,000 tested, 0.48% active. binding (percent of control), % at 10 µM;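 active means binding more than 3 SD below its plate's average and above zero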;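 further: hits lower antibody fragment binding to DSG3; some compounds called inactive have numbers as strong as hits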
Target sequence (P32926 whole entry, looked up, the tested form may be a part): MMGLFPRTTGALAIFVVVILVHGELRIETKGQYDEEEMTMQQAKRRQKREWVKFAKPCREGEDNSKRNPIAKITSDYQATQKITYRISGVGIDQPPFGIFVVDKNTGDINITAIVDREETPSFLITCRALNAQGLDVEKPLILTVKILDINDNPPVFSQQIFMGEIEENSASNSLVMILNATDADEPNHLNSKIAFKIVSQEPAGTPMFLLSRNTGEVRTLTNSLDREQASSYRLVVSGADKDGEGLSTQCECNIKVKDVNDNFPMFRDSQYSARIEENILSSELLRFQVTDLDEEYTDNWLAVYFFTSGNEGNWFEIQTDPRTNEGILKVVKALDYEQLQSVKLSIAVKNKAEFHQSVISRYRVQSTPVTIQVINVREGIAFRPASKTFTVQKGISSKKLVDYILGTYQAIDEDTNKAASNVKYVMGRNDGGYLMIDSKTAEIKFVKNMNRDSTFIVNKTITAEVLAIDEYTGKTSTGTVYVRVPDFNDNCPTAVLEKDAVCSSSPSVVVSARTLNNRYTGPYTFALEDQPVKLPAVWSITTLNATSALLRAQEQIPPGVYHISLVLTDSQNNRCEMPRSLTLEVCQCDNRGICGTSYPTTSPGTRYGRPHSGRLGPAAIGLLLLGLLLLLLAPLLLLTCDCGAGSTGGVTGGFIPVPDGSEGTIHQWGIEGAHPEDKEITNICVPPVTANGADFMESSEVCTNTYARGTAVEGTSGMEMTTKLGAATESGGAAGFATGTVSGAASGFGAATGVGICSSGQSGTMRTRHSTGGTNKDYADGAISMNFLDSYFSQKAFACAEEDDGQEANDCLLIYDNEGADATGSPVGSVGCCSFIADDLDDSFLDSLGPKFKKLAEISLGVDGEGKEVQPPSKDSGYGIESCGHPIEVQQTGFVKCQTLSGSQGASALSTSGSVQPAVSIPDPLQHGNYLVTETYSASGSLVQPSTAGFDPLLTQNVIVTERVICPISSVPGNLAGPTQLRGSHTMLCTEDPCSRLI
PfHsp90 yeast 2: growth inhibition of PfHsp90-expressing yeast, primary screen, antimalarial PfHsp90 inhibitor project, S. cerevisiae, BacTiter-Glo luminescence, single point, set 2. BacTiter-Glo ATP, 48 h; yeast lacking PDR1 and PDR3 efflux regulators. inhibition, % at 9.4 µM. 310,000 tested, 0.32% active;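 active means every replicate shows inhibition above about 80%, whatever the replicate mean, limit read from the data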;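 further: 0% = DMSO neutral controls and 100% = 20 µM radicicol positive controls; yeast relying on Plasmodium falciparum Hsp90 in place of its own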
Mot1-301 SUMO: yeast Mot1-301 growth rescue at high temperature, primary screen, SUMOylation pathway inhibitor project, S. cerevisiae, ATP luminescence, 38.5C; S. cerevisiae Mot1-301 growth rescue; percent above DMSO median, 100 means doubled; growth rescue, % at 18.8 µM; 320,000 tested, 1% active;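 active means every valid replicate shows activation above 250% relative to neutral control wells; inactive means the rest, any valid replicate at or below 250%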;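 further: OY570 slx delta 5 strain wells were the positive control but not used for scaling; some compounds called inactive have numbers as strong as hits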
Arrestin-AP2 inh: inhibitors of beta-arrestin/AP2 binding, primary screen, biochemical, GPCR trafficking, flow cytometry. inhibition, % at 10 µM. 340,000 tested, 0.31% active. AID 504490, 2011. FITC-arrestin peptide / GST-AP2 beads; AP2 beta2 appendage carries R879A mutation. beta-arrestin 1 C-terminal peptide binding to AP2 beta2-adaptin appendage (human);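 active means inhibition above a set limit, near 3 SD of compounds lacking own fluorescence, cut at about 54% in these data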;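 further: plate controls were DMSO wells for no effect and 5 µM unlabelled arrestin peptide for full effect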
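system = GST-tagged AP2 beta2-adaptin appendage (R879A) on 4 µm glutathione beads | reagent = FITC-labelled arrestin peptide probe, 50 nM final | schedule = compound with beads 12 min RT, then probe 1 h RT | signal = HyperCyt-sampled flow cytometry, FL1 channel, ex 488/em 535 nm | read-out = percent response from loss of bead-bound FITC fluorescence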
E coli growth: E. coli V3065 growth inhibition, primary screen, counter-screen for AddAB inhibitor project, absorbance, OD600; AID 449728, 2010; 330,000 tested, 0.27% active; 18 h; inhibition, % at 11.9 µM;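 active means inhibition above the campaign's mean inhibition across all tested compounds plus 3 SD, cut at about 9.9% in these data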;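 further: uninfected addAB+ strain grown without phage in ampicillin broth; 0% = DMSO wells and 100% = ciprofloxacin 0.95 µg/ml wells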
* marks the source's active call; other numbers are inactive results; i = inactive; x = no result given.

SMILES | phage Ecoli inh | MOR-DOR ag | Tat export inh | PKA-R1A act | OPRM1-OPRD1 inv | AddAB inh | DSG3 Ab inh | PfHsp90 yeast 2 | Mot1-301 SUMO | Arrestin-AP2 inh | E coli growth
COc1ccc(NC(=O)c2ccc(Cl)c(S(=O)(=O)NCC3CCCO3)c2)c(OC)c1 (centres undefined) | 1.7 | 0.0 | -5.1 | 2.4 | -0.1 | -2.5 | 107.7 | 38.1 | 1.4 | 2.4 | 0.5
COc1ccc(/C=N/NC(=O)c2nn(-c3ccc(Cl)cc3)c(=O)c3c(N)scc23)cc1 | -0.8 | 7.6 | -6.5 | -12.9 | -33.0 | 1.5 | 81.7* | -19.7 | x | 13.1 | -0.4
CC(=O)c1c(C)[nH]c(C(=O)N2CCN(C(=O)c3ccco3)CC2)c1C | 1.8 | -2.8 | -7.6 | -0.1 | 14.8 | 2.2 | 106.4 | -14.4 | 12.1 | 4.7 | -4.3
C=CCN(CC=C)C(=S)NC(=O)Cc1cccc2ccccc12 | -0.8 | 1.1 | -21.0 | 2.0 | -6.3 | -2.9 | 101.5 | -2.1 | 20.4 | -0.7 | -1.8
CCN(CC)C(=O)N1CCN(S(=O)(=O)c2ccc(C)c(C)c2)CC1 | -0.1 | -2.1 | 28.1 | -7.5 | 8.8 | 2.1 | 116.1 | -28.4 | -2.0 | -2.0 | -1.2
CCOC(=O)C1=C(COC(=O)/C=C/c2ccc(OC)cc2OC)NC(=O)NC1C (centres undefined) | 0.3 | 0.9 | 4.2 | -2.4 | -5.1 | 1.2 | 118.3 | x | -8.2 | 12.9 | 3.0
COc1c(S(=O)(=O)n2nc(C)cc2C)ccc(Cl)c1Cl | 4.0 | -1.0 | 5.6 | 1.5 | 5.1 | 4.3 | x | 27.7 | 9.2 | -9.6 | 4.0
O=C1CCN(Cc2nnnn2CC2CCCO2)c2ccccc2N1 (centres undefined) | x | 4.0 | 1.8 | -11.0 | -24.8 | 0.3 | 81.4 | -6.5 | 15.7 | 0.8 | -1.1
O=C(O)c1ccc(CNC(=O)c2ccccc2NC(=O)c2ccc([N+](=O)[O-])cc2)cc1 | 3.4 | 5.0 | -0.2 | -0.4 | -28.2 | 6.7 | 96.1 | -6.8 | 713.5* | 1.7 | 4.7
CCOc1ccc(C2/C(=C(\O)c3ccc4c(c3)OCCO4)C(=O)C(=O)N2CCN2CCOCC2)cc1OC (centres undefined) | 2.8 | -3.1 | -0.8 | 1.7 | 10.1 | x | 111.0 | 7.7 | -2.9 | -6.3 | x
COc1ccc(NC(=O)/C(=C\c2cccnc2)NC(=O)c2cccs2)cc1 | 3.9 | -4.0 | -16.1 | -7.8 | 21.4 | 2.2 | 120.1 | -28.5 | -11.0 | -5.0 | 0.2
FC(F)(F)c1cc(-c2ccco2)nc(N2CCOCC2)n1 | 2.5 | 2.9 | 2.0 | -0.7 | -12.2 | 2.6 | 102.5 | -10.8 | 982.7 | 0.4 | -2.0
Cc1cccc(NC(=O)C2CCCN(S(=O)(=O)c3cccc4cccnc34)C2)c1 (centres undefined) | 3.5 | -0.9 | -4.1 | -16.1 | 4.9 | 0.6 | 108.3 | x | 8.9 | 2.8 | -1.2
O=C(NC(=S)Nc1nc(-c2ccccc2)cs1)c1cccs1 | 1.7 | -3.0 | 4.2 | -2.4 | 16.1 | 1.9 | 98.4 | -27.7 | 10.2 | -8.4 | 2.8
CC(O)CCC(=O)NCCNC(=O)CCC(C)O (centres undefined) | -0.6 | -1.7 | -1.9 | -6.2 | 10.5 | 1.4 | x | -5.3 | 1.6 | -14.9 | 0.2
COCCNC(=S)N1C2CCC1CC(NC(=O)NC13CC4CC(CC(C4)C1)C3)C2 (centres undefined) | 1.1 | 2.6 | -13.8 | -14.1 | -16.4 | 0.4 | 99.9 | 13.2 | -22.2 | -8.1 | 1.2
O=C(NNC(=O)c1cc(-c2ccc(Cl)cc2Cl)nc2ccccc12)Nc1ccccc1 | 0.5 | 3.1 | -4.2 | 7.3 | -12.8 | 3.9 | 118.3 | 7.7 | i | -0.9 | 1.6
Cc1c(Br)c([N+](=O)[O-])nn1CC(=O)Nc1ccc2nc3n(c(=O)c2c1)CCCC3 | 1.7 | -3.0 | 1.1 | 7.4 | 16.2 | 2.7 | 98.6 | -5.2 | -4.1 | 4.4 | 1.8
COc1ccc(C(=O)C2CCCN(C(=O)Cn3cncn3)C2)cc1OC (centres undefined) | 2.2 | -2.3 | 3.0 | -10.4 | 11.6 | 4.1 | 110.6 | 11.5 | 3.7 | 1.7 | -2.4
O=C1OC(N2C(=O)CC[C@H]2C(=O)Nc2ccc(F)c(F)c2)c2ccccc21 (some centres undefined) | -0.4 | -1.8 | -1.9 | 3.7 | 9.2 | 2.7 | 105.8 | 6.8 | -0.9 | -0.2 | -2.2
Nn1c(-c2ccco2)n[nH]c1=S | 6.8 | 1.7 | -1.8 | 2.4 | -10.6 | 4.1 | 95.7 | 6.5 | -8.0 | -4.5 | 0.9
c1cc2c3c(cccc3c1)-c1cnccc1-2 | 0.9 | -0.9 | 1.2 | -4.1 | 4.5 | x | 93.0 | -14.4 | x | 8.6 | x
c1ccc2sc(N3CCOCC3)nc2c1 | 1.4 | -2.3 | 5.0 | -2.6 | 12.6 | 0.4 | 101.5 | -14.2 | -8.9 | 10.6 | -0.8
CCOc1ccc(S(=O)(=O)NCCC(=O)NCC2CCCO2)cc1 (centres undefined) | 0.5 | -2.1 | -3.3 | 2.9 | 8.5 | -0.8 | x | -18.3 | -22.6 | -2.7 | -2.3
COC(=O)c1ccc(C2c3[nH]c4ccccc4c3C[C@H]3C(=O)N(C)CC(=O)N23)cc1 (some centres undefined) | -0.6 | -2.2 | -4.2 | -1.0 | 10.4 | -2.5 | 104.2 | -2.3 | -15.0 | -22.9 | -1.4
Cc1ccc(C)c(N(C(=O)Cc2cccs2)C(C(=O)NC2CCCC2)c2ccc(C)o2)c1 (centres undefined) | 1.8 | -2.7 | -5.3 | -0.7 | 15.6 | -1.5 | 106.9 | 14.1 | 43.3 | 22.6 | -4.4
CNC(=O)Cc1csc2ccc(C)cc12 | 0.5 | -3.3 | -10.1 | -1.1 | 17.1 | 1.3 | 112.0 | 6.9 | -17.8 | 0.9 | 0.5
CCCN(CCC)S(=O)(=O)c1ccc(Cl)c(OC)c1 | 5.0 | -0.1 | -2.1 | -8.9 | 0.5 | 4.6 | 103.8 | 24.0 | 5.9 | 10.9 | 1.9
Cc1ccnn1CC(=O)N/N=C/c1c[nH]c2ccccc12 | 2.2 | -0.5 | -4.2 | 6.0 | 2.4 | -0.9 | 99.7 | 8.5 | 28.8 | 3.6 | -0.2
CCCCn1c(CN2C(=O)c3ccccc3C2=O)nc2ccccc2c1=O | -0.5 | -2.0 | -7.0 | -5.0 | 8.4 | -1.7 | 100.0 | -3.1 | -8.1 | 0.3 | -3.6
CCOC(=O)c1c(C)[nH]c(=S)c(C#N)c1-c1ccc(OC)cc1 | 0.0 | -2.0 | -3.1 | -3.1 | 12.7 | 0.8 | 98.0 | 9.7 | 4.9 | 4.2 | -0.4
CC(=O)N1CC23C=CC(CC2CC12CCCCCC2)O3 (centres undefined) | 2.4 | -1.5 | 6.3 | -3.1 | 7.6 | 1.0 | 84.2 | -8.7 | -0.1 | 3.6 | 3.1
NNC(=O)CN1C(c2ccccc2)=Nc2ccc(Br)cc2C1c1ccccc1 (centres undefined) | 1.5 | -0.3 | 5.4 | 3.3 | 1.2 | 0.2 | 96.7 | -8.9 | -2.4 | 1.1 | 3.9
CNC(=O)CC1C(=O)N(c2ccc(Cl)cc2)C(=S)N1CCc1ccc(OC)c(OC)c1 (centres undefined) | 0.9 | 1.9 | 1.0 | -3.8 | -10.0 | 4.0 | 122.5 | x | -1.0 | 19.1 | -0.7
Cc1ccc(C(=O)N2CCN(S(=O)(=O)c3ccccc3C#N)CC2)cc1S(=O)(=O)N1CCOCC1 | 3.1 | -0.9 | -0.1 | 3.4 | 3.6 | 1.8 | x | -1.7 | -1.8 | 15.3 | -1.1
COC(=O)c1c(NC(=O)Cc2cccs2)sc2c1CCCC2 | -0.7 | -1.2 | 2.3 | -10.6 | 6.0 | 0.3 | 108.7 | x | 0.6 | 5.0 | 0.3
CCN1CCN(CCCNC(=O)c2cc3sccc3n2CC)CC1 | 2.5 | -2.0 | 10.5 | -1.8 | 10.2 | 1.4 | 98.3 | 13.5 | -12.0 | 0.0 | -2.1
CCOC(=O)Cc1nc(-c2ccccc2)n[nH]1 | 4.6 | -2.3 | 5.4 | 2.1 | 11.4 | -2.1 | 102.9 | 8.5 | 2.7 | 9.0 | -2.9
O=C(NCC1CCCO1)C1C2C=CC3(CN(Cc4cccs4)C(=O)C13)O2 (centres undefined) | 2.5 | -2.8 | 1.9 | 4.7 | 14.4 | -0.8 | 98.7 | 14.2 | -1.2 | 0.7 | -2.4
Cc1cc(C)c(CSc2nnnn2-c2ccc(C(=O)O)cc2)c(C)c1 | 1.7 | -1.8 | -0.2 | 4.2 | 9.3 | 2.4 | 101.1 | -7.4 | 581.2* | 28.8 | -0.8
Cc1ccc(C2=NN(S(C)(=O)=O)C(c3ccc4nccnc4c3)C2)cc1 (centres undefined) | 4.4 | -1.5 | 5.7 | -10.8 | 9.0 | 1.5 | 115.6 | -2.7 | -12.6 | 0.9 | -2.6
Cc1cc(=S)[nH]c2c(C)cccc12 | 0.9 | -1.8 | -0.2 | -4.8 | 10.6 | 1.9 | 106.8 | -13.1 | -12.8 | 25.7 | 0.8
COc1ccccc1-c1cc(C(=O)Nc2sc3c(c2C#N)CCC(C)C3)c2ccccc2n1 (centres undefined) | 3.2 | -1.1 | 2.7 | -2.4 | 6.4 | -0.2 | x | -20.1 | 192.2 | 2.2 | -3.2
